# GPT2 inh: Primary qHTS assay for inhibitors of Glutamate pyruvate transaminase 2 (GPT2). Recombinant GPT2, coupled pyruvate oxidase/HRP Amplex Red fluorescence. AID 1671188, 2021. 100,000 tested, 0.25% active. Potency, µM (titrated, usually from 57.7 µM), for the others: at the highest dose activity change, negative = inhibition, usual class: inhibitors. Alanine aminotransferase 2 (Homo sapiens), Q8TD30; further: nearly all actives have a fitted effect of over 60% in size; many of its hits are not listed in these tables
# Target sequence (Q8TD30 whole entry, looked up): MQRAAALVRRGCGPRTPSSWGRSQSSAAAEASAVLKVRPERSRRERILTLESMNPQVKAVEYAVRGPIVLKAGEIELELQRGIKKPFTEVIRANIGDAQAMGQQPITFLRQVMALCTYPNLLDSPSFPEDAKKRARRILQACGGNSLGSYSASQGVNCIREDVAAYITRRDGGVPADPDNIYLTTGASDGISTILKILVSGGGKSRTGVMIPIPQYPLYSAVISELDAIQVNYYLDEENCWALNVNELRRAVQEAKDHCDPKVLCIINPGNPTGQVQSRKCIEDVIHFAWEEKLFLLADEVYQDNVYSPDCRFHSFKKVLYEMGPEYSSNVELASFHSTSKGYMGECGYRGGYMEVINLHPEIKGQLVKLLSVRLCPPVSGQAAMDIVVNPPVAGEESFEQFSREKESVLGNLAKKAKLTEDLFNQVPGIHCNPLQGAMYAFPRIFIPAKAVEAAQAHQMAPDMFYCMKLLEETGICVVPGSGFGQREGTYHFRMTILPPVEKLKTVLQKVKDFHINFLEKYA
#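 Recombinant GPT2 (10ng/uL) with 250uM a-KG and 2mM L-alanine, 30 min at room temperature, in HEPES pH 7.5 buffer. Pyruvate detected by pyruvate oxidase/HRP/Amplex Red fluorescence after 30 min in the dark; AOA (50uM) as positive control.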
# SNCA expr inh: Primary qHTS assay for inhibitors of alpha-synuclein gene (SNCA) expression; AID 1671194, 2021; 140,000 tested, 0.17% active; Potency, µM (titrated, usually from 57.2 µM), for the others: at the top dose activity change, negative = inhibition, hits mostly inhibitors; HEK-293 SNCA-luciferase knock-in, luminescence, 24 h;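 further: plate controls were DMSO cells for no effect and cell-free wells for full effect; nearly all actives have a fitted effect of over 45% in size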
# HEK293 viab: GF-AFC viability counterscreen for inhibitors of alpha-synuclein gene (SNCA) expression | HEK-293-SNCA-luc viability, GF-AFC fluorescence, 24 h | Potency, µM (titrated, usually from 57.1 µM), for the others: at the highest dose activity change, negative = cytotoxicity, most hits filed as cytotoxic | 150,000 tested, 0.12% active | AID 1671193, 2021;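 further: 0% = DMSO-treated cells and -100% = medium-only wells without cells; nearly all actives have a fitted effect of over 30% in size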
#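 HEK-293-SNCA-luc cells (1500/well) plated 24 h, then exposed 24 h to a dilution series; GF-AFC added 30 min at 37C, fluorescence 405/540 nm; normalised to medium-only and DMSO wells, Hill fit.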
# Numbers without * were called inactive; [ ] = another dose, or the depositor's remark. The call rests on the fitted dose curve; in most records, active means well fitted curve in the direction sought with a large enough effect; inconclusive means small, poorly fitted or top-dose-only effect, or another doubt; inactive means no such curve, though single readings can be large; an effect the other way counts as inactive or inconclusive. Unless noted, on the % scale 0 is the no-effect control and ±100 the full control effect; potency means the concentration at half of the fitted maximal effect. A portion of the library. The share of hits here may be higher or lower than overall.
SMILES,GPT2 inh,SNCA expr inh,HEK293 viab
CC(C)C[C@H](CN)CC(=O)O,-4.4%,41.3%[activator],4.7%

# From PubChem
